From PubChem BioAssay
RTF Ca sens inh – cardiac RTF calcium desensitization | hit rate 0.12% among 340,000 | AID 493244 | inhibition, % at 7.15 µM | IANBD-labeled cardiac RTF, Ca2+ fluorescence;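 active = inhibition above the mean inhibition of all tested compounds plus 3 SD, cut at about 17% in these data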;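 also: assay run at fixed EC70 calcium of 1.6 mM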
NSD2 inh – blocks human histone methyltransferase NSD2; NSD2 peptide methylation, AlphaScreen, 120 min; hit rate 0.54% among 310,000; inhibition, % at 12.5 µM; O96028; in the data active = inhibition above about 50%
Target sequence (O96028 whole entry, looked up): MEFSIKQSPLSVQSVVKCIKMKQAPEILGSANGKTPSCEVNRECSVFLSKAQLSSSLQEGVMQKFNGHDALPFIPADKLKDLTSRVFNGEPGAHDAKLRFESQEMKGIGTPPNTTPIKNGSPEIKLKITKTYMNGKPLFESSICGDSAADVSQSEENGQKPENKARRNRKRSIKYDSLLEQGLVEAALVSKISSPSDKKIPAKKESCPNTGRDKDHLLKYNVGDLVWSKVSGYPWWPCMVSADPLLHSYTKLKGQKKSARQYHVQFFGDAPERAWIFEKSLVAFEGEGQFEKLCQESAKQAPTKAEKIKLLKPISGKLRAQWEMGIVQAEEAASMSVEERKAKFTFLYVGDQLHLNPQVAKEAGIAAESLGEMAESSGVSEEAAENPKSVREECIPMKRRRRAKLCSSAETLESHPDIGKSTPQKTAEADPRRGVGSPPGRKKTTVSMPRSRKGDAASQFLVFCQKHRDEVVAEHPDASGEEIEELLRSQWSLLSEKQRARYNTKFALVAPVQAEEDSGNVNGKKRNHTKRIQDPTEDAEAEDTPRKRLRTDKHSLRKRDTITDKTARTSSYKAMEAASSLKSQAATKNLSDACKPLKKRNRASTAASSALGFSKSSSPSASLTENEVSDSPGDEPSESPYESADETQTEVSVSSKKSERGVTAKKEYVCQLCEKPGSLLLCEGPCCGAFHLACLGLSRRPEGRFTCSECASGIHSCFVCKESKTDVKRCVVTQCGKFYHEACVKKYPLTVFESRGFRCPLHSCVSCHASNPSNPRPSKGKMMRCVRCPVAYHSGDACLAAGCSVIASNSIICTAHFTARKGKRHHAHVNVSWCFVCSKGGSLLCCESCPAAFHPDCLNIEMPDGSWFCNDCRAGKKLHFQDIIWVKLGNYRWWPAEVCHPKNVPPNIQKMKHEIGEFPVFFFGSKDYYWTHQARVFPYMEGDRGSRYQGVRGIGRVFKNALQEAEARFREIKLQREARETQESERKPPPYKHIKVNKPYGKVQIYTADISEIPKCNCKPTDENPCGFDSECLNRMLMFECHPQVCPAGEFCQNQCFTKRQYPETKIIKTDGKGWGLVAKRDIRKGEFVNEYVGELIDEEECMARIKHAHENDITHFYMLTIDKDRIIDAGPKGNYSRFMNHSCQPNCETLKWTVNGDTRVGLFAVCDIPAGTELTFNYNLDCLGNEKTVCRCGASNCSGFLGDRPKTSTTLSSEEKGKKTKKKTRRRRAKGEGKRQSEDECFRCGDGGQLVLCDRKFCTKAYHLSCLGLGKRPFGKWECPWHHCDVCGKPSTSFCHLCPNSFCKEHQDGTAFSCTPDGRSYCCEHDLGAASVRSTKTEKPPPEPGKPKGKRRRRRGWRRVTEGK
Keap1 Nrf2 FP – Keap1-Nrf2 (human) interaction inhibition | Q14145 | Keap1 Kelch-Nrf2 peptide fluorescence polarization, 1536-well | inhibition, % at 9.4 µM | hit rate 0.15% among 340,000; in the data active = inhibition above about 12%;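 also: human Keap1 Kelch domain with fluorescein labeled Nrf2 9mer peptide probe; 0% = neutral control wells and 100% = peptide positive control; higher means more block of Keap1 binding to Nrf2 peptide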
RTF Ca sens act – increases calcium sensitivity of human cardiac regulated thin filaments | P19429+P45379 | IANBD-labeled TnC RTF fluorescence at EC20 calcium; 0% EC20 calcium, 100% full calcium | activation, % at 7.2 µM | hit rate 0.24% among 340,000;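 active = activation above the mean over all tested compounds plus 3 SD, cut at about 30% in these data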;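 also: rise in fluorescence read as greater calcium sensitivity of cardiac thin filaments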
PvdQ acylase – P. aeruginosa PvdQ acylase inhibition | purified PvdQ acylase, fluorescence plate reader | hit rate 0.063% among 340,000 | inhibition, % at 10 µM; in the data active = inhibition above about 30%, passing the limit was not always enough;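 also: 0% = vehicle neutral wells and 100% = reference inhibitor wells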
CDK5 p35 inh – inhibitors of human CDK5/p35 kinase | hit rate 0.01% among 330,000 | inhibition, % at 10 µM | Recombinant CDK5/p35, ADP-Glo luminescence, 60 min;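 active = highest replicate inhibition of at least 50% and at least 75% of replicates reaching 50%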;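 also: plate controls were DMSO neutral control for no effect and GW8510 at 10 µM for full effect; many of its hits are not listed in these tables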
Mot1-301 SUMO – inhibitors of SUMOylation pathway: yeast Mot1-301 growth rescue | S. cerevisiae Mot1-301 growth rescue, ATP luminescence, 38.5C; percent above DMSO median, 100 means doubled | growth rescue, % at 18.8 µM | hit rate 1% among 320,000 | AID 2716;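 active = every valid replicate shows activation above 250% relative to neutral control wells; inactive = the rest, any valid replicate at or below 250%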;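 also: OY570 slx delta 5 strain wells were the positive control but not used for scaling; some compounds called inactive have numbers as strong as hits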
Rtt109 Vps75 – blocks Candida albicans Rtt109/Vps75 acetyltransferase activity. hit rate 0.16% among 330,000. purified Rtt109/Vps75, ThioGlo CoA-SH fluorescence, 4 h. inhibition, % at 34.9 µM;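 active = inhibition of at least 50% in every replicate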
dFosB act – activators of mouse delta FosB homodimer; purified delta FosB, TAMRA-CDK5 oligo fluorescence polarization; percent of positive-control signal above neutral wells; activation, % at 25 µM; P13346; hit rate 0.99% among 340,000;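 active = mean activation above about 17%, with every replicate also reaching it, limit read from the data, passing the limit was not always enough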;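 also: fluorescence polarization rise as delta FosB binds a TAMRA Cdk5 AP-1 oligo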
LANA DNA inh – blocks KSHV LANA C-terminal domain binding to DNA; hit rate 0.078% among 340,000; inhibition, % at 9 µM; AID 504423; MBP-C-LANA/FAM-LBS DNA binding, fluorescence polarization;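 active = highest replicate inhibition at or above 60% at 9 µM, even if other replicates fall short; inactive = all replicates below 60% inhibition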;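 also: 0% = neutral control wells and 100% = 4 µM acridine orange control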
PfHsp90 set2 – growth inhibition of yeast expressing Plasmodium Hsp90. S. cerevisiae expressing PfHsp90, BacTiter-Glo ATP, 48 h; yeast lacking PDR1 and PDR3 efflux regulators. inhibition, % at 9.4 µM. hit rate 0.32% among 310,000. AID 504621;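 active = every replicate shows inhibition above about 80%, whatever the replicate mean, limit read from the data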;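 also: 0% = DMSO neutral controls and 100% = 20 µM radicicol positive controls; yeast relying on Plasmodium falciparum Hsp90 in place of its own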
The depositor's hits bear a star; / = not tested or not shown.

SMILES | RTF Ca sens inh | NSD2 inh | Keap1 Nrf2 FP | RTF Ca sens act | PvdQ acylase | CDK5 p35 inh | Mot1-301 SUMO | Rtt109 Vps75 | dFosB act | LANA DNA inh | PfHsp90 set2
N#CCSc1ncnc2ccccc12 | 4 | -2 | 1 | -1 | 2 | 1.9 | -25 | 18 | -2 | -1.6 | 10
C=CCn1c(SCC(=O)N2CC(C)OC(C)C2)nnc1-c1ccncc1 (centres undefined) | 5 | -2 | -2 | 2 | 17 | 0.2 | -4 | 1 | -5 | -1.6 | 36
COc1cccc(CSc2nnc(C(F)(F)F)n2Cc2ccc(F)cc2)c1 | 6 | -6 | -3 | 2 | 0 | -0.7 | 32 | -20 | -8 | 1.4 | -13
C[C@H](NC(=O)C(c1ccccc1)c1ccccc1)c1ccccc1 | -4 | -1 | 3 | 1 | -1 | 0.1 | -6 | 0 | -12 | 0.4 | -10
CCOCc1nnc(NC(=O)c2ccc(NC(C)=O)cc2)s1 | -8 | 2 | -4 | -4 | -12 | -4.4 | -3 | -17 | 1 | -0.8 | 17
COc1ccc(OCC(=O)Nc2ccncc2)cc1 | 2 | 15 | 3 | 3 | 3 | 1.9 | -3 | -16 | 7 | 0.1 | -9
NC(=O)c1ccc[n+](CC(=O)c2cccc([N+](=O)[O-])c2)c1 | -2 | / | -6 | -3 | -11 | 0.3 | 0 | 0 | 4 | 1.3 | 4
O=C(Nc1ccc(S(=O)(=O)Nc2nccs2)cc1)c1cccc(F)c1 | 0 | -3 | -4 | -1 | -3 | -1.2 | 202 | -4 | -6 | 0.4 | 4
COc1ccc(-c2noc(CSc3nc4sc(C)c(C)c4c(=O)n3-c3ccccc3)n2)cc1OC | -1 | -6 | -1 | -2 | -3 | 1.3 | 88 | 6 | 1 | -0.5 | -14
CCOc1ccc(CC(=O)NCC2(N3CCCCC3)CCCCC2)cc1 | 2 | -2 | -3 | 0 | -12 | 0.3 | 63 | -1 | -5 | -2.6 | /
COc1cc2c(cc1OC)CN(C(=O)Cn1ccccc1=O)CC2 | -2 | / | 0 | 2 | -10 | -1.7 | -1 | -4 | -9 | 2.4 | 3
COc1ccccc1NC(=O)CSc1nnc(C2CCCCC2)o1 | -3 | 2 | 0 | 2 | -8 | -2.6 | 8 | -1 | 0 | -0.6 | /
CC(C)C(CC(=O)NCc1ccco1)c1ccco1 (centres undefined) | 0 | 3 | -2 | 6 | -12 | -1.1 | 646* | -8 | -7 | -0.1 | 26
Cc1nc2cc3ccccc3cc2c(=O)[nH]1 | -2 | -2 | -4 | -7 | -17 | 0.2 | -11 | 2 | -22 | 0.6 | -22
CCN(Cc1ccccc1)c1ccc(/C=N/NC(=O)c2cccc(S(=O)(=O)N3CCOCC3)c2)cc1 | -4 | -2 | -23 | -13 | 2 | -1.0 | 250 | -11 | -3 | 0.6 | 4
CN(CCOC(=O)c1ccccc1)Cc1ccccc1 | -3 | 6 | -3 | -2 | -12 | -1.7 | 1 | -7 | 2 | -2.2 | 4
CCCc1cc2c(cc1NC(=O)c1ccccc1Cl)OCO2 | -10 | 0 | -5 | -2 | 5 | 1.1 | 12 | 1 | 1 | -0.8 | 1
Cc1ccc(NC(=O)C2C3C=CC4(CN(Cc5cccnc5)C(=O)C24)O3)cc1F (centres undefined) | 0 | / | -3 | 3 | 6 | 1.6 | 7 | 16 | 1 | 1.2 | -8
COc1ccc(NC(=O)c2cc(S(=O)(=O)N3CCOCC3)cn2C)cc1Cl | -4 | / | 1 | 3 | -17 | 0.8 | -7 | -9 | -2 | -1.0 | -24
CC1CCc2c(sc3ncnc(N4CCOCC4)c23)C1 (centres undefined) | -3 | 5 | -1 | 0 | 4 | 3.8 | -17 | 6 | 0 | -1.5 | /
CCc1ccc(-c2nc(SCC(=O)c3c(N)n(C4CC4)c(=O)[nH]c3=O)n[nH]2)cc1 | 3 | 1 | 1 | -4 | -11 | -0.3 | -13 | 2 | 42* | 0.6 | 1
CCCNC(=O)CN(C1CCCCC1)S(C)(=O)=O | -1 | -5 | -6 | 8 | -10 | 1.1 | -19 | -4 | -2 | -0.7 | -8
Cc1ccc2nc(N3CCN(C(=O)CCC(=O)O)CC3)nc(-c3ccccc3)c2c1 | -2 | -9 | -3 | -1 | 4 | 0.3 | 0 | 4 | -2 | -0.4 | 2
CNc1nnc(CSc2nc3ccccc3s2)s1 | 2 | -1 | -1 | -2 | -11 | 1.7 | / | 1 | -1 | -0.9 | -17
Cc1ccc(OCC(O)Cn2c(N)nc3c2c(=O)n(C)c(=O)n3C)cc1 (centres undefined) | -5 | 1 | -3 | 4 | -13 | -6.9 | -8 | -7 | -5 | 0.6 | 1
O=C(O)CC1(CC(=O)NCc2ccccn2)CCCCC1 | -4 | -1 | -1 | -2 | -19 | -0.7 | -1 | -4 | 0 | -0.2 | 1
CN(C)CCNC(=O)c1onc(CSc2ccncc2)c1C(=O)NCCN(C)C | -5 | / | -2 | -4 | -8 | -0.2 | 3 | -7 | 1 | 1.6 | /
CCCCOC(=O)N1CCOCCOCCOCCOCC1 | 0 | 2 | -4 | -3 | -11 | 0.4 | -13 | 8 | 7 | -1.4 | -4
COc1ccc(O)c(C2NC(CC(C)C)(C(=O)O)C3C(=O)N(Cc4ccccc4)C(=O)C23)c1 (centres undefined) | -1 | 0 | 1 | 0 | 2 | 1.3 | -4 | 10 | 1 | -1.6 | /
COc1ccc(COC[C@H](C)[C@H](O)[C@@H](C)[C@H]2OC(=O)[C@@H]2C)cc1 | -2 | / | 0 | -4 | -3 | 1.0 | -1 | -5 | 0 | 2.7 | 16
CCN(CC)C(=O)c1cc2sc3ccccc3c2s1 | 5 | -3 | -9 | -8 | -14 | -0.3 | / | -5 | -12 | -3.0 | 20
O=C(c1ccco1)N1CCN(C(=O)c2ccc(CS(=O)c3ccc(Cl)cc3)o2)CC1 (centres undefined) | -5 | 1 | -2 | 3 | -1 | -0.2 | 1 | -5 | -5 | -1.6 | -10
CN1CCN(S(=O)(=O)c2cccc(C(=O)N(C)CC(=O)Nc3ccc(Cl)c(Cl)c3)c2)CC1 | 0 | 0 | -6 | -2 | 10 | -1.5 | / | 14 | -11 | -0.2 | /
O=C(Nc1cccc(C(F)(F)F)c1)c1cccnc1 | -4 | 12 | -4 | 7 | 3 | 0.3 | 16 | 25 | -2 | 1.4 | /
O=C(Nc1ccccc1C(F)(F)F)NC1CCCCCCC1 | -8 | 0 | -1 | 9 | -4 | 0.0 | -6 | -4 | 2 | 0.7 | 10
CCN(CC)S(=O)(=O)c1ccc(C(=O)Nc2nnc(-c3ccco3)o2)cc1 | 3 | 0 | -3 | -6 | 9 | -1.3 | -4 | / | -4 | 0.8 | -2
O=C(Cn1nnc(-c2cccs2)n1)NCc1ccccc1 | 4 | 0 | -4 | -1 | 11 | 1.0 | -16 | 11 | 3 | 1.1 | 5
O=C(N/N=C/c1ccc(N2CCCC2)c([N+](=O)[O-])c1)c1cccnc1 | -12 | 0 | -2 | 0 | -8 | 0.9 | -7 | 4 | -8 | -0.5 | 30
Cc1ccc(Nc2nc(N)nc(CN3CCCCCC3)n2)c(C)c1 | -1 | / | -5 | -8 | 5 | -0.1 | 7 | -9 | 6 | -2.0 | -18
O=C(O)c1cccc(-n2c(/C=C/c3ccc([N+](=O)[O-])cc3)nc3ccccc3c2=O)c1 | 3 | 3 | 0 | -8 | 4 | 0.3 | 10 | 10 | 1 | -0.3 | 5

Part of the list above, limited to Rtt109 Vps75:
smiles	Rtt109 Vps75
CCN(CC)C(=O)c1cc2sc3ccccc3c2s1	-5
CCCCOC(=O)N1CCOCCOCCOCCOCC1	8

Later entries.
SMILES | RTF Ca sens inh | NSD2 inh | Keap1 Nrf2 FP | RTF Ca sens act | PvdQ acylase | CDK5 p35 inh | Mot1-301 SUMO | Rtt109 Vps75 | dFosB act | LANA DNA inh | PfHsp90 set2
CC(NCC(O)c1ccc([N+](=O)[O-])cc1)C12CC3CC(CC(C3)C1)C2 (centres undefined) | -3 | 2 | 0 | 2 | -5 | -0.3 | 220 | 8 | 0 | -1.3 | -7
CCOC(=O)c1ccc(-n2c(N)c(C(=O)NCc3ccco3)sc2=S)cc1 | -1 | 6 | 5 | 1 | -11 | -0.4 | -11 | 17 | 2 | 0.6 | -8
COc1ccc(Nc2cc(=O)oc3ccccc23)cc1 | -6 | 0 | -6 | 3 | 22 | -1.7 | 229 | 11 | -3 | 0.8 | -11
O=c1/c(=C\c2ccc(O)cc2)sc2n1C(c1ccccc1)C(c1ccccc1)=NN=2 (centres undefined) | -11 | -3 | -6 | 12 | -4 | 1.3 | 2 | 1 | -5 | 0.9 | -13
Cc1cc(C)n(-c2nc3c(c(=O)[nH]c(=O)n3C)n2CC(C)C)n1 | -7 | -1 | 0 | -2 | 4 | 0.6 | -8 | 8 | 1 | 0.1 | 1
CCN(CCn1cccn1)C(=O)C1CCC(=O)N(CCN2CCOCC2)C1 (centres undefined) | -2 | -6 | -4 | -5 | 10 | -0.9 | -14 | 4 | 0 | 2.1 | 9
Nc1ccc(Nc2nc3ccccc3[nH]2)cc1 | -9 | 5 | 4 | 1 | -4 | -0.5 | -8 | 2 | -5 | 3.8 | -2
CCCc1c(C(=O)NNc2cccc(Cl)c2)cnn1-c1ccccc1 | 7 | -1 | 0 | -3 | -8 | 0.1 | 478* | 9 | -8 | -0.4 | 7
Cc1nn(-c2ccc(N3CCOCC3)nn2)c(C)c1CCC(=O)N1CCN(C)CC1 | -6 | -5 | -1 | 5 | -12 | -0.9 | 17 | -13 | -4 | 0.9 | -3
CCCC1=C(C(=O)OCC)C(c2cc(Cl)cc(OC)c2OCC(=O)OCC)NC(=O)N1 (centres undefined) | -11 | 2 | -4 | 3 | -9 | 0.1 | -24 | -3 | -5 | -0.4 | 4
Cc1ccccc1OCCOC(=O)c1nc2nccc(C)n2n1 | -12 | -1 | -5 | 3 | -10 | 1.2 | -1 | 1 | 2 | -0.6 | 12
Cc1ccccc1/C=c1\s/c(=C\C(=O)C(C)(C)C)[nH]c1=O | -1 | 8 | -1 | -7 | -10 | 1.1 | -10 | -2 | -15 | 0.9 | 5
COc1ccccc1/C=C1/C(=O)ON=C1C | -4 | 3 | -1 | -1 | -7 | 0.1 | 6 | 9 | 1 | -0.1 | -17
Cc1ccc(Nc2ncnc3ccccc23)cc1 | -7 | -4 | -2 | -6 | 8 | 1.4 | 28 | / | -1 | -0.2 | 4
CC1(C)CC(=O)c2cc(OCC(=O)NCCCN3CCN(c4ccc(F)cc4)CC3)ccc2O1 | 0 | 4 | -2 | -3 | -11 | 0.5 | 321 | -27 | -4 | -0.6 | 11
C=CCNc1nc(C(=O)OCC(=O)c2ccccc2)cs1 | -13 | -2 | -1 | 0 | 6 | -0.3 | 3 | -8 | -6 | 2.3 | 15
NNC(=O)Cn1cnc2ccccc21 | -9 | -1 | -8 | 11 | -13 | -1.2 | / | -7 | -1 | -0.7 | -19

No enrichment for hits; 3.2% or so of the library scored in one or more.
